Screens as filed in PubChem.
Salmonella PhoP GFP = inhibitors of PhoP regulon expression, primary screen, Salmonella Typhimurium, GFP reporter (AID 1863) | S. Typhimurium PhoP-regulated promoter GFP reporter, 4 h; higher % means a stronger effect | inhibition, % at 50 µM; hits with a dose series show IC50 in µM | 300,000 tested, 0.16% active;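 active = inhibition over 29.93%, a cutoff 3 SD above the screen mean, later confirmed by dose response; inconclusive = inhibition over 29.93% but no dose response follow-up; inactive = inhibition at most 29.93% or unconfirmed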;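 also: 0% = low Mg2+ inducing control and 100% = high Mg2+ repressing control; strong numbers were not always called active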
West Nile antiviral = West Nile virus antiviral activity, cell-based, CPE readout (AID 1621) | one-dose CPE inhibition, % at 10 µM; IC50 in µM for titrated hits | 290,000 tested, 0.02% active | West Nile virus-infected cells, CPE inhibition; higher % means a stronger effect; in the data active = a potency from the dose series; inconclusive = CPE inhibition mostly from about 3.7% at the one dose, without a potency; inactive = the rest, 99 in 100 with CPE inhibition below about 2.2%; also: strong numbers were not always called active
GPR35 arrestin U2OS = inhibition of zaprinast-stimulated GPR35 beta-arrestin translocation – imaging, U2OS, beta-arrestin-GFP, zaprinast agonist, primary screen (AID 2058). 290,000 tested, 0.052% active. one-dose inhibition, % at 10 µM; IC50 in µM for titrated hits. U2OS GPR35 beta-arrestin-GFP translocation imaging, zaprinast antagonism; higher % means a stronger effect;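 active = inhibition of at least 50% with at least 30 cells and total cytoplasm GFP at most 10,000,000; inconclusive = under 30 cells or total GFP of 10,000,000 plus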
KOR beta-arrestin-1 = KOR antagonists, beta-arrestin recruitment, cell-based, luminescence, uHTS (AID 1778). KOR beta-arrestin recruitment, luminescence, antagonist mode; higher % means a stronger effect. inhibition, % at 10 µM, or IC50 in µM where a hit was titrated. 290,000 tested, 0.091% active; in the data active = inhibition above about 50%; also: strong numbers were not always called active
GPR55 beta-arrestin = GPR55 agonists via beta-arrestin recruitment, primary screen, imaging, U2OS cells, beta-arrestin-GFP redistribution (AID 1961); U2OS GPR55 beta-arrestin-GFP redistribution imaging; higher % means a stronger effect; activation, % at 10 µM; hits with a dose series show EC50 in µM; 290,000 tested, 0.048% active;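 active = activation above 40% with more than 50 cells counted in the well; inconclusive = wells holding fewer than 50 cells, flagged as toxic or sparse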;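 also: U2OS osteosarcoma cells stably expressing GPR55 and beta-arrestin-GFP; plate controls were DMSO negative control for no effect and LPI positive control for full effect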
T cell HTS = T cell immune modulators affecting CD8 T cell-vesicle binding. 2C CD8+ T cell-vesicle binding, flow cytometry; hits give low values. calls only at 7 µM. 330,000 tested, 0.068% active. AID 2052;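 active = response, share of CD8 T cells binding vesicles, and their 90th percentile fluorescence all below set limits, cut at about 80% in these data, passing the limit was not always enough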
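Assay system: 2C TCR transgenic mouse naive CD8+ T cells, MACS-purified | Read-out: CD8+ gate FL2 mean fluorescence as % of same-row positive control | Signal: High-throughput flow cytometry with anti-B7-1 and anti-CD8 staining | Timing: Binding step 1.5 h, 37 °C, antibody labelling 20 min, ice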
GPR55 antagonists = inhibition of LPI-stimulated GPR55 beta-arrestin translocation – imaging, U2OS, beta-arrestin-GFP, LPI agonist, primary screen (AID 2013) | 290,000 tested, 0.13% active | U2OS GPR55 beta-arrestin-GFP translocation imaging, LPI antagonism; higher % means a stronger effect | inhibition, % at 10 µM; hits with a dose series show IC50 in µM;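 active = spots per cell inhibited over 60%, with over 100 cells counted and total cytoplasm intensity under 500,000; inconclusive = wells with under 100 cells, flagged as likely toxic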;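 also: U2OS cells stably carrying GPR55 and arrestin-GFP stimulated by 5 µM LPI near EC80; imaged beta-arrestin-GFP aggregate spots per cell after agonist stimulation; plate controls were LPI-stimulated DMSO wells for no effect and DMSO wells without LPI for full effect; some results filed as inactive read as strong as hits; confirmed hits need IC50 under 10 µM and bright autofluorescent wells are also inconclusive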
NTR1 ag = agonists of NTR1, primary screen, imaging, U2OS cells, beta-arrestin-GFP, high content (AID 493036); activation, % at 20 µM; 330,000 tested, 0.17% active; P30989; NTR1-U2OS beta-arrestin-GFP spot imaging, agonist mode;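 active = activation at or above 40% of the spot to cytoplasm intensity ratio, with at least 20 cells analyzed; inconclusive = wells under 20 cells, flagged as cytotoxic or low count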;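 also: 0% = DMSO without peptide and 100% = 100 nM NTR1 peptide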
Target sequence (P30989 whole entry, looked up): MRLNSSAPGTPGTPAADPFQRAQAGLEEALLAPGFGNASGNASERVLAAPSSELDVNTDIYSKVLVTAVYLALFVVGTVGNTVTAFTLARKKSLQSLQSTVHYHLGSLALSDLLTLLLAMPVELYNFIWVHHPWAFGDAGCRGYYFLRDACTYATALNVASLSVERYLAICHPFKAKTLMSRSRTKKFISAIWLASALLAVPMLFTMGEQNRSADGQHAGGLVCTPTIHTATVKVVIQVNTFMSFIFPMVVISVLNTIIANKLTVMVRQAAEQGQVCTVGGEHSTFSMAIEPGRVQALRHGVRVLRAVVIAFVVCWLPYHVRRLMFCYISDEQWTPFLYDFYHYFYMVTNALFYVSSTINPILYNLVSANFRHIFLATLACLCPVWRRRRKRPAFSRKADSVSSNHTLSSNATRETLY
KOR beta-arrestin-2 = kappa opioid receptor activators – cell-based, luminescence, uHTS, primary screen (AID 1777); KOR beta-arrestin recruitment, luminescence; higher % means a stronger effect; one-dose activation, % at 10 µM; EC50 in µM for titrated hits; 280,000 tested, 0.02% active; in the data active = activation above about 50%, passing the limit was not always enough; also: a part of the inactive calls stands beside numbers as strong as those of hits
T cell HTS vesicle-bound % = further read-out of T cell HTS, marked with its call; double positive events, %; measured here: CD8+ vesicle-bound cell fraction;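 binding gate set so that unloaded-vesicle control wells show 10% double positive cells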
NTR1 ag cell count 20 µM = also measured in NTR1 ag; calls as there; cell count; measured here: cell count, cytotoxicity flag
Starred values were filed as active, the others as inactive; i = inactive; ? = inconclusive; · = not tested or not shown; [ ] = another dose, or the depositor's remark.

Screens in order: Salmonella PhoP GFP	West Nile antiviral	GPR35 arrestin U2OS	KOR beta-arrestin-1	GPR55 beta-arrestin	T cell HTS	T cell HTS vesicle-bound %	GPR55 antagonists	NTR1 ag	NTR1 ag cell count 20 µM	KOR beta-arrestin-2
- COc1ccc(NC(=O)Cn2nnc(C(=O)NCCc3ccccc3)c2N)cc1
→ 0%	-0.2%	-5%	-1%	0.4%	i	65	-12%	3.4	73	-1.6%
- Cc1c(C)c2ccc(OC3CCCCC3=O)cc2oc1=O (centres undefined)
→ 5%	·	-11%	8%	0.0%	i	57	-1%	0.3	89	-6.7%
- CCc1cc(/C(Cc2csc(C)n2)=N/O)c(O)cc1O
→ -3%	-0.3%	10%	14%	-0.1%	i	29	-10%	0.5	37	1.5%
- CCOC(=O)CN1C(=O)S/C(=C\c2ccc(-c3ccc(C(=O)O)c(Cl)c3)o2)C1=O
→ -5%	0.3%	-14%	13%	-0.2%	i	46	11%	0.8	54	-4.4%
- O=C(c1ccc(S(=O)(=O)N2CCOCC2)cc1)N1CCN(c2ccc(F)cc2)CC1
→ -6%	-0.5%	3%	2%	-0.3%	i	16	-4%	-1.0	62	-6.5%
- CC(C)c1ccc(N(C(=O)c2csnn2)C(C(=O)NC2CCCC2)c2cccnc2)cc1 (centres undefined)
→ 6%	-0.7%	-4%	1%	0.2%	i	46	9%	-2.2	62	-1.0%
- CCC(CO)NC(=O)c1cc2c(s1)CCC2 (centres undefined)
→ 29%	-0.4%	35%	·	0.2%	i	27	4%	3.7	80	-9.2%
- CC(=O)N1CSCC1C(=O)NNS(=O)(=O)c1ccccc1 (centres undefined)
→ -6%	0.5%	1%	2%	0.0%	i	35	-5%	0.5	55	-2.3%
- O=C(OCn1ncc(Cl)c(Cl)c1=O)c1cccc(C(F)(F)F)c1
→ 20%	-1.8%	9%	35%	-0.1%	i	51	20%	16	83	3.8%
- O=C(NC12CC3CC(CC(C3)C1)C2)c1ccc(Br)o1
→ ·	-0.6%	-5%	31%	0.3%	i	37	13%	0.7	104	-2.6%
- COc1ccc(C)cc1NC(=O)C1CCCCC1C(=O)O (centres undefined)
→ -21%	-0.6%	2%	14%	-0.2%	i	31	-1%	0.7	78	2.9%
- Cc1ccc(CN2C(=O)CCC2C(=O)NCCCN2CCC(C)CC2)cc1 (centres undefined)
→ -2%	-0.2%	8%	26%	-0.2%	·	·	-4%	·	·	-0.2%
- CN(/N=C/c1ccc(C(C)(C)C)cc1)C1=NCCN1
→ -3%	-0.5%	3%	-7%	-0.1%	i	20	-7%	1.6	52	4.1%
- CC(=O)Oc1ccc(C(=O)Nc2ccccc2NC(=O)c2ccc(OC(C)=O)cc2)cc1
→ -6%	0.6%	-12%	6%	0.4%	i	28	15%	0.5	73	-0.6%
- Cc1cccc(C)c1NC(=O)CSc1nnnn1-c1ccc(C(=O)O)cc1
→ 3%	0.7%	-10%	27%	0.0%	i	55	2%	-0.2	41	-3.7%
- CNC(=S)N/N=C/c1ccco1
→ -10%	0.4%	6%	9%	0.4%	i	46	9%	-0.6	55	-1.6%
- CC(Sc1nnc(-c2cccnc2)n1-c1ccccc1)C(=O)NCc1ccc2c(c1)OCO2 (centres undefined)
→ 2%	-1.0%	-8%	-13%	-0.1%	i	26	14%	0.5	41	-1.6%
- Cc1ccnc(N2CCC(C(=O)NNC(=O)c3ccccc3)CC2)n1
→ 7%	0.7%	5%	-12%	0.3%	i	33	-12%	0.6	52	7.5%
- O=C1C(=O)N(CCN2CCOCC2)C(c2ccc([N+](=O)[O-])cc2)/C1=C(/O)c1ccc2c(c1)OCO2 (centres undefined)
→ 2%	-0.1%	9%	-9%	0.0%	i	67	-2%	0.3	55	3.8%
- Cc1ccnc(NS(=O)(=O)c2ccc(NC(=O)c3ccc(S(=O)(=O)N4CCOCC4)cc3)cc2)n1
→ 7%	0.3%	5%	5%	0.3%	i	20	3%	1.0	53	4.7%
- COc1cccc(C2(O)CC(C(F)(F)F)=NN2C(=O)c2ccccn2)c1 (centres undefined)
→ ·	-0.2%	17%	-5%[20 µM]	0.0%	i	14	11%	-0.5	36	0.3%
- O=C(O)C1C2C=CC(C2)C1C(=O)Nc1cccc(Cl)c1 (centres undefined)
→ 1%	-0.4%	-10%	3%	0.3%	i	11	-4%	-1.9	39	-3.9%
- COC(=O)c1ccc(C)c(NS(=O)(=O)c2ccc(OC)c(OC)c2)c1
→ 3%	0.5%	16%	7%	0.0%	i	25	16%	-0.8	72	1.4%
- COc1ccc(CCNc2ccc(S(=O)(=O)N3CCCC3)cc2[N+](=O)[O-])cc1
→ 18%	-1.0%	-2%	-10%	-0.2%	i	15	2%	2.7	47	-4.0%
- CC(OC(=O)c1cc(Cl)ccc1[N+](=O)[O-])C(=O)NC(C)c1ccc(F)cc1 (centres undefined)
→ 6%	-0.7%	-2%	29%	-0.2%	i	36	-8%	2.3	59	-4.1%
- O=C(Nc1ccc(-c2cn3c(n2)SCC3)cc1)c1ccc2c(c1)OCO2
→ -4%	1.0%	6%	-29%	-0.6%	i	36	-6%	0.7	60	0.9%
- Cc1ccc([N+](=O)[O-])c2cccnc12
→ -3%	0.3%	-10%	-40%	0.8%	i	55	-10%	0.3	94	4.7%
- COc1ccc(OCC(=O)N2CCN(C(=O)Cc3ccccc3)CC2)cc1
→ -4%	-0.6%	-4%	-4%	0.7%	i	23	8%	1.0	89	0.6%
- S=C1SCN(CCN2CCOCC2)CN1Cc1ccccc1
→ -1%	?	-9%	6%	-0.1%	i	61	24%	-1.9	61	0.9%
- COc1ccccc1CNC(=O)c1cccc(-c2ccc(C)c3ccccc23)n1
→ 4%	·	10%	3%	-0.2%	·	·	15%	4.4	90	-2.1%
- CCOC(=O)c1nnn(CC(=O)Nc2cccc(F)c2)c1C(=O)OCC
→ 2%	0.2%	0%	4%	-0.1%	i	28	9%	0.7	62	-1.2%
- NC(=O)CN1C(=O)NC2(CCOc3ccccc32)C1=O (centres undefined)
→ 5%	0.1%	6%	-12%	-0.3%	i	41	4%	0.8	50	2.8%
- O=C(Nc1cccc(F)c1)NC1CCCc2ccccc21 (centres undefined)
→ -5%	-0.8%	0%	2%	0.0%	i	7	-6%	-0.7	68	0.5%
- Cc1ccc(C(=O)c2ccccc2C(=O)OCC(=O)NCCc2ccc(Cl)cc2Cl)cc1
→ 4%	-1.4%	-8%	16%	-0.2%	i	51	5%	3.7	57	-2.6%
- CCC(=O)c1c(NC)cc(C)oc1=O
→ -3%	0.5%	-11%	-57%	0.7%	i	41	0%	-0.8	57	-0.4%
- CCc1ccc(S(=O)(=O)/N=C2\C=C(Nc3ccc(C(=O)O)cc3)C(=O)c3ccccc32)cc1
→ 12%	-1.7%	7%	-17%	·	i	18	0%	3.3	46	-1.8%
- O=C(CSCCS(=O)(=O)c1ccc(Cl)cc1)Nc1ccccc1
→ -5%	0.2%	-3%	9%	0.2%	i	19	2%	1.7	46	1.3%
- O=C(N/N=C/c1ccccc1O)C1CC(=O)N(c2ccc(F)cc2)C1 (centres undefined)
→ 6%	-0.3%	-3%	18%	-0.2%	i	27	10%	-0.5	59	-4.9%
- Cc1cc(C)c(NC2=CC(=O)CC(C)(C)C2)c(C#N)c1
→ -16%	-0.5%	-19%	-13%	0.3%	i	13	-6%	-1.3	58	31%
- Cc1n[nH]c(C)c1C(=O)CC1(O)C(=O)N(CCc2ccccc2)c2ccc(Br)cc21 (centres undefined)
→ -7%	-0.3%	13%	-28%	-0.2%	i	17	6%	1.2	75	0.4%
- CC1CCN(CCOc2cccc(Br)c2)CC1
→ 5%	-0.5%	-17%	-19%	1.0%	i	6	0%	3.9	64	1.8%
- CC1CCCCC1NC(=O)CCCn1c(=S)[nH]c2ccsc2c1=O (centres undefined)
→ -2%	0.1%	10%	15%	-0.2%	i	22	9%	0.4	68	-5.5%
- CCOC(=O)c1c(-c2ccco2)csc1N
→ -2%	0.4%	-18%	-30%	-0.2%	i	57	-12%	-1.5	75	-0.5%
- O=C(CN(Cc1ccccc1)S(=O)(=O)c1ccc(Br)cc1)N/N=C/c1ccccc1C(=O)O
→ -8%	0.0%	10%	16%	0.6%	i	54	3%	4.6	56	4.2%
- COc1ccc(CCC(=O)N2CCN(C3CCCCC3)CC2)cc1
→ -1%	-0.4%	-7%	32%	-0.1%	i	24	2%	0.2	55	-2.6%
- COc1ccc(/C=N/NC(=O)CNC(=O)c2ccc(S(=O)(=O)N3CCCC3)cc2)c(OC)c1
→ 8%	0.0%	14%	-38%	0.5%	i	42	2%	0.0	85	3.6%
- CS(=O)(=O)N1CCN(Cc2ccc([N+](=O)[O-])cc2)CC1
→ 8%	0.7%	27%	4%	-0.1%	i	4	2%	-0.5	46	-3.2%

Part of the list above in order of formula weight, smallest number first:
Screens in order: Salmonella PhoP GFP	West Nile antiviral	GPR35 arrestin U2OS	KOR beta-arrestin-1	GPR55 beta-arrestin	T cell HTS	T cell HTS vesicle-bound %	GPR55 antagonists	NTR1 ag	NTR1 ag cell count 20 µM	KOR beta-arrestin-2
- COc1ccc(C)cc1NC(=O)C1CCCCC1C(=O)O (centres undefined)
→ -21%	-0.6%	2%	14%	-0.2%	i	31	-1%	0.7	78	2.9%
- CC1CCN(CCOc2cccc(Br)c2)CC1
→ 5%	-0.5%	-17%	-19%	1.0%	i	6	0%	3.9	64	1.8%
- CCOC(=O)CN1C(=O)S/C(=C\c2ccc(-c3ccc(C(=O)O)c(Cl)c3)o2)C1=O
→ -5%	0.3%	-14%	13%	-0.2%	i	46	11%	0.8	54	-4.4%
- CC(C)c1ccc(N(C(=O)c2csnn2)C(C(=O)NC2CCCC2)c2cccnc2)cc1 (centres undefined)
→ 6%	-0.7%	-4%	1%	0.2%	i	46	9%	-2.2	62	-1.0%
